Screening data deposited in PubChem by several laboratories.
Bim-Bcl-B – human Bim-Bcl-B interaction inhibition; Q9HD36; bead-based flow cytometry, Bim peptide-Bcl-B binding; inhibition, % at 10 µM; 190,000 tested, 0.073% active; AID 951;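 note: 0% = tracer peptide without compound and 100% = reference inhibitor peptide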
Bim-Mcl-1 – inhibitors of Bim-Mcl-1 interaction, human; inhibition, % at 10 µM; AID 1009; Q07820; 190,000 tested, 0.1% active; Bead-based flow cytometry, Bim peptide-Mcl-1 binding;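 note: 0% = no compound tracer wells and 100% = peptide blocker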
Target sequence (Q07820 whole entry, looked up): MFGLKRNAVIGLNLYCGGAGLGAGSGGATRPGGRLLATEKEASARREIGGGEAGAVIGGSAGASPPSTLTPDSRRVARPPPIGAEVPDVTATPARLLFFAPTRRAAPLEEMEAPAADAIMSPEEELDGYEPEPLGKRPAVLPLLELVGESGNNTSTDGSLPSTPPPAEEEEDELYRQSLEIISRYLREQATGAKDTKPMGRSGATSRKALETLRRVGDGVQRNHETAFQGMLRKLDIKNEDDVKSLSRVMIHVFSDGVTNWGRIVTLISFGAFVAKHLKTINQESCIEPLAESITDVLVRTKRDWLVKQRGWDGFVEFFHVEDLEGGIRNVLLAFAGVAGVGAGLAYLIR
RGS8-Gao – modulates binding of RGS8 to human Galphao; P09471; multiplexed bead flow cytometry; actives lie on both sides; response (percent of control binding), % at 10 µM; 220,000 tested, 0.34% active; in the data active = response below about 60% or above about 140%; inactive = in between;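 note: Galphao activated as the GDP aluminium fluoride complex binding bead-coupled RGS8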
Target sequence (P09471 whole entry, looked up): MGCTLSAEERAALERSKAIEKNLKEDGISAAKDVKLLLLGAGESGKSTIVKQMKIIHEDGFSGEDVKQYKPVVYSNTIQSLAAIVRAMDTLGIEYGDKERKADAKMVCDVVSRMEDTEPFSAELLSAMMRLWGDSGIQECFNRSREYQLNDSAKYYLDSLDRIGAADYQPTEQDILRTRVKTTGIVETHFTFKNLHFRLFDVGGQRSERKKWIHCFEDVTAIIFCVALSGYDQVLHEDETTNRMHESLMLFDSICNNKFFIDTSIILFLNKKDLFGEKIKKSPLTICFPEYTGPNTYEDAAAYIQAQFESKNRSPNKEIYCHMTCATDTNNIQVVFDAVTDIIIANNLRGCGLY
RGS7-Gao – modulates binding of RGS7 to human Galphao; P09471; Multiplexed bead flow cytometry; actives lie on both sides; binding response (% of control), % at 10 µM; 220,000 tested, 0.35% active; AID 1439; in the data active = binding response below about 49% or above about 150%; inconclusive = no clear call, values can overlap the other calls; inactive = in between;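 note: fluorescent Galphao held in activated GDP-AlF4 state binding bead-coupled RGS7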
Bim-Bfl-1 – disrupts Bim binding to human Bfl-1; Q16548; 190,000 tested, 0.12% active; Bead-based flow cytometry, Bim-Bfl-1 binding inhibition; inhibition, % at 10 µM;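 note: 0% = wells without compound plus tracer and 100% = blocker peptide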
Bcl-W Bim block – disrupts Bim peptide binding to human Bcl-W. inhibition, % at 10 µM. Q92843. 190,000 tested, 0.02% active. bead-based flow cytometry;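 note: 0% = bound tracer without compound and 100% = peptide blocker; higher means less fluorescent Bim peptide bound to Bcl-W beads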
Bim-Bcl-XL – inhibitors of Bim-Bcl-XL interaction, human; 190,000 tested, 0.04% active; Bim peptide-Bcl-XL binding, bead flow cytometry, fluorescence; inhibition, % at 10 µM; Q07817
Mcl1-Noxa inh – disrupts binding of human Mcl-1 to Noxa peptide. Q07820. TR-FRET Mcl-1/Noxa peptide binding, 2 h. inhibition, % at 21.7 µM. 220,000 tested, 1.5% active;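 active = compounds that cut the protein-peptide binding signal by more than 50% relative to plate controls in a single-dose test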;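 note: His-tagged Mcl-1 with rhodamine Noxa BH3 peptide and terbium anti-His antibody; 0% = Mcl-1 plus Noxa peptide wells and 100% = peptide-only wells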
Bcl-2 Bim block – human Bim-Bcl-2 interaction inhibition | 190,000 tested, 0.06% active | AID 950 | inhibition, % at 10 µM | Bead-based flow cytometry, Bim peptide-Bcl-2 binding | P10415; in the data active = inhibition above about 40%; inconclusive = no clear call, values can overlap the other calls;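 note: 0% = no compound wells with probe peptide and 100% = reference peptide inhibitor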
Target sequence (P10415 whole entry, looked up): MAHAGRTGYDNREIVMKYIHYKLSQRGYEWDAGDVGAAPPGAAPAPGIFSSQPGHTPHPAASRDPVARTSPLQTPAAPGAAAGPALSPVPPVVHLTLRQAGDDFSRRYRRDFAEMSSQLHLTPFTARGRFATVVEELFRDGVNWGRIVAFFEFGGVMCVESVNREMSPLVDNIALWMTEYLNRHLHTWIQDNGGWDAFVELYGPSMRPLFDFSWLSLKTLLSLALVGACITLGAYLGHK
RGS4-Gao reg – human RGS4-Galphao interaction regulation; P09471; Multiplexed bead flow cytometry, RGS4-Galphao binding; actives lie on both sides; binding response (% of control), % at 10 µM; 220,000 tested, 0.33% active; AID 1415; in the data active = binding response below about 49% or above about 150%; inactive = in between;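 note: fluorescent Galphao activated with aluminum fluoride binding bead-coupled RGS4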
Mcl1-Bid inh – disrupts binding of human Mcl-1 to Bid peptide; TR-FRET Mcl-1/Bid-Dy647 peptide binding, 1536-well; inhibition, % at 21.7 µM; 220,000 tested, 0.97% active; AID 1021;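 active = compounds that cut the binding signal by more than half at the single screening dose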;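 note: His-tagged Mcl-1 with europium anti-His antibody binding Bid BH3 peptide; 0% = Mcl-1 plus peptide wells and 100% = peptide-only wells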
Starred values were filed as active, the others as inactive; ? = inconclusive; / = no result given. Cut-off read from the data, not from the text of the source, unless noted: active = inhibition above about 40%.

SMILES | Bim-Bcl-B | Bim-Mcl-1 | RGS8-Gao | RGS7-Gao | Bim-Bfl-1 | Bcl-W Bim block | Bim-Bcl-XL | Mcl1-Noxa inh | Bcl-2 Bim block | RGS4-Gao reg | Mcl1-Bid inh
CN(C1CCCCC1)S(=O)(=O)c1ccc(NC(=O)c2ccc(Br)o2)cc1 | -6 | -2 | 72 | 88 | -10 | 2 | -4 | -9 | -5 | 91 | -20
O=C(/C=C/c1ccc2c(c1)OCO2)NCc1cn2cc(Cl)ccc2n1 | -7 | -1 | 100 | ? | -7 | -4 | -4 | 18 | -4 | 103 | -29
COc1ccc(CN(C)Cc2nc3scc(-c4ccccc4)c3c(=O)[nH]2)cc1OC | -5 | -4 | 104 | 100 | -3 | -2 | -4 | -9 | -5 | 103 | -31
O=C(Nc1cc(Cl)ccc1N1CCOCC1)c1cccnc1Cl | / | / | 102 | ? | / | / | / | -2 | / | 99 | -8
CCS(=O)(=O)Nc1ccc(-c2ccc(NS(=O)(=O)CC)c(OC)c2)cc1OC | -10 | -5 | 99 | 99 | -20 | -5 | -10 | 18 | -14 | 99 | -7
C=CCN1C(=O)C(CC(=O)Nc2ccccc2)SC1=Nc1c(C)n(C)n(-c2ccccc2)c1=O (centres undefined) | 0 | 3 | 112 | 105 | 0 | 0 | 0 | 2 | 0 | 101 | -7
CC(C)(C)OC(=O)NNC(=O)c1ccc(Cl)cc1 | -10 | 0 | 102 | 97 | -11 | 0 | -7 | -7 | -10 | 98 | -26
Cc1cccc(CN2CCNC2=O)c1 | -3 | -2 | 104 | 104 | -3 | -2 | -5 | -24 | -2 | 104 | -44
CCOc1ccccc1NC(=O)C1CCCN(S(=O)(=O)c2c(C)[nH]c(=O)[nH]c2=O)C1 (centres undefined) | -6 | 18 | 105 | 103 | -5 | 2 | -1 | 15 | 1 | 103 | -30
NC(=O)NC(=O)COC(=O)CCCc1c[nH]c2ccccc12 | -2 | 0 | 100 | 99 | -6 | 7 | -3 | 3 | -2 | 100 | -34
CCOC(=O)C(=O)c1csc(NC(=O)CCSc2ccc(C)cc2)n1 | -9 | -1 | 101 | 106 | -3 | 0 | -4 | 10 | -3 | 100 | -13
O=C(O)C1CC(=O)N(c2ccc(OCc3ccccc3)cc2)C1 (centres undefined) | -9 | -1 | 107 | 110 | -12 | 0 | -4 | 13 | -7 | 108 | -15
COc1ccc(Br)cc1/C=N/NC(=O)c1cccc(S(=O)(=O)N2CCOCC2)c1 | -2 | 1 | 105 | 112 | -2 | 2 | -1 | 12 | 1 | 107 | 10
COc1cc2nc(NCCCN3CCN(C)CC3)n3nc(-c4ccccc4)nc3c2cc1OC | -10 | -1 | 100 | 102 | -14 | 0 | -3 | 32 | -8 | 103 | -14
CCCCNC(=O)C1CCN(C(=O)Nc2ccc(C)cc2)CC1 | -1 | -2 | 100 | 99 | 3 | -1 | -2 | -6 | 4 | 99 | -7
CCS(=O)(=O)c1nc(S(=O)(=O)c2ccc(Cl)cc2)c(N2CCc3ccccc3C2)s1 | -9 | 0 | 101 | 97 | -14 | -4 | -3 | -22 | -3 | 102 | -9
COc1ccc(NS(=O)(=O)c2ccc(Br)s2)cc1OC | 0 | -2 | 98 | 97 | 0 | -1 | 0 | 14 | -2 | 98 | -33
COc1ccc(/C=N/NC(=O)c2nc(-c3ccccc3)cc(-c3ccccc3)n2)cc1O | -5 | 0 | 82 | 83 | 2 | 1 | 0 | 68* | 3 | 75 | -6
COc1ccccc1NC(=O)Cn1nnc(-c2ccccc2NS(=O)(=O)c2ccccc2)n1 | -3 | 0 | 103 | 98 | -25 | -1 | -2 | 8 | -8 | 102 | 3
COc1ccc(C2CC(c3ccccc3)=NN2C(=O)COC(=O)C2CC2)cc1 (centres undefined) | -2 | -3 | 107 | 103 | 0 | -2 | -4 | 4 | -2 | 104 | -9
CN(C)S(=O)(=O)N(CC(=O)Nc1ccccc1F)c1ccccc1 | 4 | 4 | 86 | 94 | 7 | 1 | 5 | -5 | 11 | 97 | 2
C=CCNC(=O)Cn1nc(-c2ccccc2)ccc1=O | -8 | 0 | 98 | 101 | -10 | 1 | 7 | 6 | -9 | 100 | 1
CCOC(=O)c1ccc(NC(=O)Cn2cnc3cc(C)c(C)cc32)cc1 | / | / | 97 | ? | / | / | / | -14 | / | 94 | -47
Cc1onc(-c2ccccc2)c1C(=O)NC(=S)Nc1sc2c(c1C#N)CCC(C)C2 (centres undefined) | -6 | 1 | 99 | 100 | 0 | -1 | -2 | 31 | -2 | 99 | -3
CSc1cccc(NC(=S)N2CCC(N(C)C3CCCCCC3)CC2)c1 | -7 | -2 | 98 | 101 | -2 | 0 | -5 | 7 | 1 | 101 | -56
CCOC(=O)N1CCC(N(CCN(C)C)C(=S)Nc2ccccc2C)CC1 | -10 | 0 | 101 | 102 | -12 | -5 | -6 | -1 | -7 | 100 | -42
O=C(Cc1ccccc1)Nc1ccc2oc(-c3ccncc3)nc2c1 | -10 | -7 | 98 | 92 | -24 | -8 | -12 | 12 | -10 | 92 | -25
CCCCC#Cc1ccc(C(=O)NNC(=O)Nc2cc(Cl)cc(Cl)c2)o1 | / | / | 104 | ? | / | / | / | 0 | / | 103 | -14
COc1ccccc1NC(=O)C1=C(C)NC(=O)NC1c1ccccc1F (centres undefined) | -5 | 1 | 98 | 104 | -5 | 3 | 0 | 9 | -6 | 99 | -6
CCC(C)C1NC(=S)N(Cc2ccccc2)C1=O (centres undefined) | -4 | 1 | 102 | 102 | -6 | 0 | -1 | 8 | -5 | 104 | 8
CC(=O)N1CCC2(CC1)C(C#N)=C(N)Oc1n[nH]c(C(F)(F)F)c12 | -10 | -3 | 101 | 103 | -18 | -4 | -6 | 27 | -16 | 102 | -23
CCCn1c(SCC(=O)Nc2cccc(Cl)c2Cl)n[nH]c1=O | 0 | 1 | 103 | 103 | 0 | 1 | 0 | 8 | 0 | 106 | -2
O=C(CSc1nnc2scc(-c3ccccc3)n12)N1CCCc2ccccc21 | -1 | -3 | 84 | 89 | 0 | -3 | -4 | 3 | 0 | 83 | -19
COc1ccc(Nc2ncnc3ccc([N+](=O)[O-])cc23)c(OC)c1 | 0 | 0 | 102 | 100 | -5 | -1 | -1 | -7 | 0 | 99 | -20
Cc1ccccc1NS(=O)(=O)c1ccc(N2CCCC2=O)cc1 | -1 | 5 | 103 | 102 | -13 | 0 | -6 | -13 | 0 | 103 | -17
C=CCn1c(-c2ccccc2)nc2nc3ccccc3nc21 | -4 | -2 | 98 | 102 | 0 | -1 | 0 | 10 | -3 | 101 | -2
NNC(=O)c1ccc(COc2cccc3cccnc23)cc1 | -2 | 0 | 105 | 99 | -4 | -1 | -2 | 5 | 1 | 104 | -12
NS(=O)(=O)c1ccc(NC(=S)Nc2ccc(C(=O)N3CCCCC3)cc2)cc1 | -8 | -3 | 99 | 96 | -5 | -4 | -8 | 10 | -2 | 95 | -38
Cc1ccc(C(=O)c2coc3ccc(O)c(CN4CCN(C)CC4)c23)cc1 | 2 | -3 | 126 | 114 | 0 | 0 | 7 | -7 | -1 | 116 | -45
Cc1ccc(SCCNC(=S)Nc2cc(C)cc(C)c2)cc1 | -1 | 1 | 98 | 102 | 0 | -1 | 1 | 11 | -1 | 96 | -82
COc1ccc(O[C@@H]2O[C@H](COC(C)=O)[C@@H](OC(C)=O)[C@H](OC(C)=O)[C@H]2NC(C)=O)cc1 | -6 | -6 | 97 | 99 | -1 | -3 | -3 | 4 | -3 | 94 | -8
C=C/C(C)=C/CC1C(=C)CCC2C(C)(C(=O)O)CCCC12C (centres undefined) | / | / | 105 | ? | / | / | / | 21 | / | 112 | -54
Fc1ccc(Cn2nnnc2CN2CCN(C3CCCCC3)CC2)cc1 | -9 | -6 | 103 | 101 | -13 | 0 | -5 | 16 | -10 | 101 | -11
O=C(/C=C/c1ccco1)Oc1cc(Br)cc(/C=N/NC(=O)c2ccccc2O)c1 | -1 | 0 | 98 | 94 | 0 | 0 | -3 | 34 | 0 | 94 | -74
O=C(c1cc(COc2c(F)cccc2F)on1)N1CCc2ccccc2C1 | -2 | -4 | 101 | 101 | -9 | 0 | 0 | 7 | 0 | 100 | -9
Cn1ccs/c1=N\S(=O)(=O)c1ccc(C(C)(C)C)cc1 | -6 | -7 | 99 | 99 | -7 | -4 | -11 | -11 | -7 | 99 | -5
Cc1onc(-c2ccccc2Cl)c1C(=O)NCCCN1CCOCC1 | -9 | -4 | 99 | 106 | -13 | -2 | -10 | -1 | -8 | 98 | -3
CCOc1ccc(CCNC(=O)CCCN2C(=O)c3ccccc3C2=O)cc1OCC | -5 | -3 | 100 | 97 | -10 | 3 | 0 | 2 | 0 | 95 | -16
CCN(CC)S(=O)(=O)c1cccc(NC(=O)CSc2nc3ccccc3[nH]2)c1 | -6 | -2 | 102 | 107 | -4 | -5 | -3 | 17 | -4 | 103 | -18
Cc1c(Cl)c([N+](=O)[O-])nn1CC(=O)N1CCCc2ccccc21 | -7 | -5 | 101 | 98 | 1 | -2 | -7 | 8 | -3 | 97 | -51
CCOc1ccc(NC(=O)Nc2ccc(Br)cn2)cc1 | -2 | -1 | 103 | 104 | -7 | -4 | 0 | 10 | 0 | 105 | -53
Nc1c(C(=O)NCc2ccco2)sc2nc(N3CCOCC3)c3c(c12)CCCC3 | -15 | -4 | 99 | 114 | 12 | 1 | -3 | 21 | 0 | 104 | -37

Pulled one by one from the list above, 3 records:
SMILES | Bim-Bcl-B | Bim-Mcl-1 | RGS8-Gao | RGS7-Gao | Bim-Bfl-1 | Bcl-W Bim block | Bim-Bcl-XL | Mcl1-Noxa inh | Bcl-2 Bim block | RGS4-Gao reg | Mcl1-Bid inh
CCOc1ccc(NC(=O)Nc2ccc(Br)cn2)cc1 | -2 | -1 | 103 | 104 | -7 | -4 | 0 | 10 | 0 | 105 | -53
Nc1c(C(=O)NCc2ccco2)sc2nc(N3CCOCC3)c3c(c12)CCCC3 | -15 | -4 | 99 | 114 | 12 | 1 | -3 | 21 | 0 | 104 | -37
Cc1ccccc1NS(=O)(=O)c1ccc(N2CCCC2=O)cc1 | -1 | 5 | 103 | 102 | -13 | 0 | -6 | -13 | 0 | 103 | -17

A second format for some results above:
COc1ccc(Nc2ncnc3ccc([N+](=O)[O-])cc23)c(OC)c1
  Bim-Bcl-B = 0
  Bim-Mcl-1 = 0
  RGS8-Gao = 102
  RGS7-Gao = 100
  Bim-Bfl-1 = -5
  Bcl-W Bim block = -1
  Bim-Bcl-XL = -1
  Mcl1-Noxa inh = -7
  Bcl-2 Bim block = 0
  RGS4-Gao reg = 99
  Mcl1-Bid inh = -20

Cc1ccccc1NS(=O)(=O)c1ccc(N2CCCC2=O)cc1
  Bim-Bcl-B = -1
  Bim-Mcl-1 = 5
  RGS8-Gao = 103
  RGS7-Gao = 102
  Bim-Bfl-1 = -13
  Bcl-W Bim block = 0
  Bim-Bcl-XL = -6
  Mcl1-Noxa inh = -13
  Bcl-2 Bim block = 0
  RGS4-Gao reg = 103
  Mcl1-Bid inh = -17

C=CCn1c(-c2ccccc2)nc2nc3ccccc3nc21
  Bim-Bcl-B = -4
  Bim-Mcl-1 = -2
  RGS8-Gao = 98
  RGS7-Gao = 102
  Bim-Bfl-1 = 0
  Bcl-W Bim block = -1
  Bim-Bcl-XL = 0
  Mcl1-Noxa inh = 10
  Bcl-2 Bim block = -3
  RGS4-Gao reg = 101
  Mcl1-Bid inh = -2
